D3 ag: activates the human D3 dopamine receptor; 410,000 compounds, 0.58% hits; max activation, %; D3R DiscoveRx beta-arrestin cells, luminescence, 90 min; in the data active means max activation above about 30%; further: 0% is about no effect; mostly tested at two doses, the higher about 12 µM
Target sequence (P35462 whole entry, looked up): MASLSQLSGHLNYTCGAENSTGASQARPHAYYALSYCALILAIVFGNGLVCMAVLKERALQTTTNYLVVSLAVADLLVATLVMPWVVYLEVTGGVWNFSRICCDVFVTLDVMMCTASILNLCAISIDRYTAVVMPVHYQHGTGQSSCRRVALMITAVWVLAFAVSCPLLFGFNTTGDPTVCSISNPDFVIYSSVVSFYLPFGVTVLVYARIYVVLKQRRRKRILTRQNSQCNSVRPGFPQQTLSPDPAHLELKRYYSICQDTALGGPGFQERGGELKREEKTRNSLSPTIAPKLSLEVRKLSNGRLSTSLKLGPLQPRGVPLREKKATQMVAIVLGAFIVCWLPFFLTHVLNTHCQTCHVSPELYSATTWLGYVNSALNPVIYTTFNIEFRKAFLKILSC
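Cells at 1500/well, incubated overnight, then treated with pinned compounds (dopamine as control) for 90 min at 37 degrees C. DiscoveRx reagent added for 30 - 60 minutes at room temperature; luminescence read.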
HT1080 IDH1KD tx: toxicity to HT-1080 IDH1 knockdown cells (counter line); 360,000 compounds, 2% hits; Potency, µM (doses to about 46.1 µM), for the others: at the top dose activity, negative = toxicity, most hits filed as cytotoxic; HT-1080 IDH1 knockdown viability, ATP luminescence, 48 h; AID 686971;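 further: potency means the concentration at half of the fitted maximal effect; 0% = DMSO wells and -100% = cell-free medium wells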
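Cytotoxicity counter-line: IDH1KD HT-1080, 48 h, CellTiter-Glo. Curves classed by r2, magnitude and activity.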
D3 antag: blocks the human D3 dopamine receptor. P35462. D3R cells, DiscoveRx beta-arrestin luminescence, antagonist mode; stronger effect = lower value. max response, negative = inhibition, %. 360,000 compounds, 2.5% hits. AID 652054; in the data active means max response below about -50%; inconclusive means no clear call, values can overlap the other calls; further: on the % scale 0 is the no-effect control and ±100 the full control effect; mostly tested at two doses, the higher about 12 µM
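Cells expressing the human receptor were seeded at 1500 cells/well, incubated overnight at 37 degrees C in 5% CO2, then exposed to library compounds with dopamine controls for 90 minutes at 37 degrees C before luminescent detection.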
HT1080NT lethal: kills 2HG-producing HT-1080-NT fibrosarcoma cells | HT-1080-NT fibrosarcoma viability, CellTiter-Glo ATP luminescence, 48 h | Potency, µM (titrated, usually from 46.1 µM), without a hit: at the top dose activity, negative = less viability, hits mostly cytotoxic | 360,000 compounds, 1.6% hits | AID 686970;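 further: NT is the 2HG producing partner of a matched IDH1 knockdown line; potency means the concentration at half of the fitted maximal effect; 0% = DMSO-treated cells and -100% = media-only wells without cells; nearly all actives have a fitted effect of over 55% in size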
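Viability by CellTiter-Glo luminescence after 48 h compound exposure at 37C of HT-1080-NT cells (750/well, RPMI, 5% FBS). % activity scaled between DMSO wells and medium-only wells, then curve-fitted and categorized by curve class.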
GLP-1R agonist: activates the human GLP-1 receptor. P43220. HEK293 GLP-1R CRE-luciferase, luminescence, 4-6 h; cells express a hypersensitive GLP-1R form. Potency, µM (highest dose often 45.6 µM), for the others: at the highest dose activation, usual class: activators. 380,000 compounds, 0.007% hits. AID 624172; further: potency means the concentration at half of the fitted maximal effect; % of control where 0% means no effect
Target sequence (P43220 whole entry, looked up): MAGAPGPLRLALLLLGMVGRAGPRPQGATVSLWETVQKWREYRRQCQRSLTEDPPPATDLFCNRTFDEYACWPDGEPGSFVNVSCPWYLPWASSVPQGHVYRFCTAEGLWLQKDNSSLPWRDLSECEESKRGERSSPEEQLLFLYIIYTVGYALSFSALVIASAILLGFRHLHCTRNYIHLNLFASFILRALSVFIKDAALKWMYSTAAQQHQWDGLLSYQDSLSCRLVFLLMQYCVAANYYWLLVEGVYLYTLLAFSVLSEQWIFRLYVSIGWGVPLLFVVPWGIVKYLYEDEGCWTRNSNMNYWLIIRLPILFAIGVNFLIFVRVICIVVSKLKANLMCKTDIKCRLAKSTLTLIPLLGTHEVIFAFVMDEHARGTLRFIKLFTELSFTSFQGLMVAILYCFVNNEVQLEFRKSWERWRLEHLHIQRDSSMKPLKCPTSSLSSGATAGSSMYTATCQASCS
KB-3-1 tox: KB-3-1 parental cell cytotoxicity; KB-3-1 viability, CellTiter-Glo ATP luminescence, 72 h; Potency, µM (doses to about 46.1 µM), for inactives: top-dose activity change, negative = cytotoxic, usual class: cytotoxic; 400,000 compounds, 1.4% hits; AID 1347075; further: potency means the concentration at half of the fitted maximal effect; on the % scale 0 is the no-effect control and ±100 the full control effect; nearly all actives have a fitted effect of over 60% in size
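Parental KB-3-1 viability, qHTS format: 72 h compound exposure, 37 °C; CellTiter-Glo; media-only wells and DMSO plates as controls; concentration-effect fits on corrected data.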
KB-V1 cytotox: KB-V1 MDR subline cytotoxicity; KB-V1 MDR cells viability, CellTiter-Glo, 72 h; Potency, µM (top dose mostly 46.1 µM), for the others: at the top dose activity change, negative = cytotoxicity, hits mostly cytotoxic; 400,000 compounds, 3.4% hits; further: potency means the concentration at half of the fitted maximal effect; on the % scale 0 is the no-effect control and ±100 the full control effect; nearly all actives have a fitted effect of over 60% in size
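Following 72 h at 37 degrees C with compound, KB-V1 cell viability was read by CellTiter-Glo luminescence, medium being phenol-red-free DMEM plus 10% FBS; concentration-response parameters came from normalized, curve-fitted qHTS data.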
IL1B secr inh: inflammasome signaling inhibition, IL-1 beta readout; THP-1 LPS/ATP IL-1B secretion, AlphaLISA, 16 h; stronger effect = lower value; 360,000 compounds, 4.7% hits; activity change, % at 57.5 µM; AID 743279; in the data active means activity change below about -50%; inconclusive means mostly about -30% to -49%; further: on the % scale 0 is the no-effect control and ±100 the full control effect
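Secreted IL-1B measured by AlphaLISA bead assay after 16 h compound exposure of THP-1 cells; compounds (final up to 57.5 uM) added 1 h before LPS (250 ng/mL) and ATP (1.25 mM) stimulation; lower signal means less secretion.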
SW480 rerep: DNA re-replication induction in SW480 cells; Potency, µM (top dose mostly 46.1 µM), for inactives: at the top dose re-replication activation, usual class: activators; AID 624297; 340,000 compounds, 1.8% hits; SW480 DNA re-replication, Hoechst DNA content imaging, 48 h; further: potency means the concentration at half of the fitted maximal effect; % of control where 0% means no effect; nearly all actives have a fitted effect of over 55% in size
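Image-based read-out: total Hoechst fluorescence of nuclei (405 nm excitation, 500-530 nm emission), with hits raising the fraction of high-intensity nuclei. SW480 colon cells incubated 48 hr with compounds at 37 C.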
An asterisk follows results filed as active; ? = inconclusive; / = no result given; & = joins results of further samples; [ ] = remark or other dose. Unless noted, the call rests on the fitted dose curve; in most records, active means well fitted curve in the direction sought with a large enough effect; inconclusive means small, poorly fitted or top-dose-only effect, or another doubt; inactive means no such curve, though single readings can be large; an effect the other way counts as inactive or inconclusive.

SMILES	D3 ag	HT1080 IDH1KD tx	D3 antag	HT1080NT lethal	GLP-1R agonist	KB-3-1 tox	KB-V1 cytotox	IL1B secr inh	SW480 rerep
CS(=O)(=O)N1CCc2cc(-c3csc(NC(=O)Cc4ccccc4)n3)ccc21	18.2	?	6.8	?	-0.7%	?	-21.4%	?	6.5%
Cc1cc(Cl)c(S(=O)(=O)NCC2CCCO2)cc1OCC(N)=O (stereo not given)	-2.4	17.0%	15.4	15.7%	-3.9%	-0.8%	26.5%	12.8	-4.4%
O=C(O)CC(NC(=O)C12CC3CC(CC(C3)C1)C2)c1ccc2c(c1)OCO2 (stereo not given)	6.3	-3.5%	3.6	1.0%	0.1%	29.1%	7.6%	50.2	?
CCOCCCNC(=O)C1CCN(S(=O)(=O)N(CC(C)C)CC(C)C)CC1	6.2	-18.2%	4.7	13.1%	-6.0%	-2.7%	?	17.6	8.6%
O=C(NCCc1ccncc1)Nc1cccc(Cl)c1	0.0	10.6%	-23.7	5.4%	-3.2%	3.3%	14.9%	-8.4	-1.0%
COc1ccccc1N1CCN(CC(=O)Nc2ccc(-n3cnnn3)cc2)CC1	-4.8	-0.2%	-11.2	-16.5%	7.1%	-15.9%	?	-0.9	-1.4%
Cc1cccc(N2C(=O)CN=C2Nc2nc(C)cc(C)n2)c1	0.4	3.0%	21.3	7.2%	-0.9%	-2.2%	2.4%	29.0	4.0%
CCOc1cc(-c2nccc3cc(OC)c(OC)cc23)cc(OCC)c1OCC	8.3&0.7	?	55.7	-29.0%	?	3.1%	-28.7%	-71.9*	-3.4%&9.5%
COc1ccc(Br)cc1CN(C)C(=O)c1ccc2c(c1)NC(=O)C(C)S2 (stereo not given)	1.1	-7.6%	1.2	-12.9%	3.3%	-6.1%	-3.9%	37.1	9.1%
CNC(=O)C(=O)NCC1OCCCN1S(=O)(=O)c1ccc2c(c1)OCCO2 (stereo not given)	1.4	9.7%	11.3	8.9%	-0.3%	11.6%	1.4%	19.2	-3.5%
Cc1nnc(SCCn2c(N(C)Cc3ccccc3)nc3c2c(=O)[nH]c(=O)n3C)s1	2.3	-3.1%	-15.0	2.6%	18.7%	-6.4%	3.7%	-7.8	?
CN(CC(=O)NCCN1CCN(c2ccccc2)CC1)S(=O)(=O)c1ccc2c(c1)CCC(=O)N2	20.6	-2.4%	-64.0*	0.2%	4.0%	-12.0%	2.6%	16.3	-12.0%
CCn1c(=O)cc(SCC(=O)Nc2cc(OC)c(OC)c(OC)c2)c2ccccc21	3.6	-3.5%	16.7	-0.7%	-1.5%	-4.6%	10.2%	-5.7	-16.3%
CC(C)NC(=O)Nc1cccc2c1O[C@H](CN(C)C(=O)Nc1ccc(C(F)(F)F)cc1)[C@@H](C)CN([C@H](C)CO)C2=O	2.7	2.1%	22.1	9.4%	-3.3%	0.0%	0.0%	?	-15.0%
O=C(Nc1c(Cl)ccc2nsnc12)c1ccco1	-9.7	12.3%	-13.5	-3.0%	1.1%	-7.9%	-6.5%	-9.2	2.9%
CCCCC(CC)CNC(=O)C1CC=CCC1C(=O)O (stereo not given)	1.6	21.5%	-7.9	8.7%	-3.2%	8.6%	-21.7%	3.8	-6.4%
O=C(C1CCN(S(=O)(=O)c2cccnc2)CC1)N1CCN(c2ccccc2Cl)CC1	1.5	1.8%	0.0	-1.2%	16.3%	-1.3%	?	7.5	-3.2%
O=C(NCCSc1ccccc1)c1ccc(Br)cc1	-7.1	26.3%	5.2	13.5%	-2.2%	2.4%	15.6%	-6.2	0.0%
COc1ccccc1N1C(=O)C(Cl)=C(N2CCCC2)C1=O	-7.0	11.8%	-17.1	14.8%	-2.6%	-1.3%	20.4%	1.7	-17.6%[9.22 µM]
COc1ccccc1[C@@H]1C(c2ccccc2)=NN(c2ccccc2)[C@H]1C(=O)N1CCOC1=O	14.2	-4.4%	0.9	-5.7%	-0.6%	0.0%	-0.1%	2.5	?
CC(=O)NCCOc1nc(N(C)C)nc(N2CCCCC2)n1	-3.9	0.4%	-0.5	-2.7%	14.1%	-6.1%	-1.3%	-0.4	-20.1%
Cc1ccc(/C=N/n2c(C)cc(C)c(C#N)c2=O)o1	3.1	12.0%	16.5	19.0%	0.3%	11.0%	?	-16.0	-1.2%
CCOC(=O)N1CCN(S(=O)(=O)c2ccc(OC)cc2)CC1	0.2	-2.2%	3.4	5.1%	8.0%	8.0%	-6.1%	-16.6	13.6%
O=C(Nc1nnc(Cc2ccc(F)cc2)s1)Nc1ccccc1F	0.3	-0.9%	-0.3	-0.9%	3.6%	-0.6%	-4.0%	58.0	0.2%
Cc1cc(C)n2cc(CSc3ccc(Cl)cc3)nc2n1	0.6	0.5%	0.8	1.7%	22.9%	-2.8%	2.0%	?	-19.0%
Cc1cnc(NC(=O)Nc2ccccc2)c(C)n1	4.1	22.9%	11.2	22.8%	4.2%	-9.1%	-2.2%	-2.4	-7.0%
O=C(c1ccc(S(=O)(=O)N2CCOCC2)cc1)N1CCc2ccccc21	3.9	4.3%	2.3	8.4%	1.5%	12.2%	-14.6%	-0.5	-1.0%
CC(C)NC(=O)c1c(O)c2cccc3c2n(c1=O)CCC3	4.9	1.5%	-8.1	6.6%	8.4%	-3.4%	-5.9%	0.0	-41.5%[inhibitor]
O=C(Nc1ccc(Cl)cc1)N1CCC(c2ccccc2)C1 (stereo not given)	-7.9&-2.4	-11.4%	-5.4	-2.5%	8.5%	-0.6%	-16.1%	?	?
CC1CCCCN1C(=O)c1ccc(OC2CCN(S(=O)(=O)N(C)C)CC2)cc1 (stereo not given)	15.7	?	11.7	-17.2%	11.9%	-7.8%	23.1µM*	-8.9	-1.6%

Shown field by field: entries from further up
CC(C)NC(=O)c1c(O)c2cccc3c2n(c1=O)CCC3
  D3 ag: 4.9
  HT1080 IDH1KD tx: 1.5%
  D3 antag: -8.1
  HT1080NT lethal: 6.6%
  GLP-1R agonist: 8.4%
  KB-3-1 tox: -3.4%
  KB-V1 cytotox: -5.9%
  IL1B secr inh: 0.0
  SW480 rerep: -41.5%[inhibitor]

O=C(Nc1ccc(Cl)cc1)N1CCC(c2ccccc2)C1 (stereo not given)
  D3 ag: -7.9&-2.4
  HT1080 IDH1KD tx: -11.4%
  D3 antag: -5.4
  HT1080NT lethal: -2.5%
  GLP-1R agonist: 8.5%
  KB-3-1 tox: -0.6%
  KB-V1 cytotox: -16.1%
  IL1B secr inh: ?
  SW480 rerep: ?

Continued.
SMILES	D3 ag	HT1080 IDH1KD tx	D3 antag	HT1080NT lethal	GLP-1R agonist	KB-3-1 tox	KB-V1 cytotox	IL1B secr inh	SW480 rerep
CS(=O)(=O)N1CCCC(C(=O)Nc2ccc(F)cc2)C1 (stereo not given)	-1.0	15.5%	-8.1	15.8%	0.2%	4.6%	-3.2%	0.8	-2.5%
CC(=O)c1cccc(NC(=O)C23CC4CC(C2)CC(n2cncn2)(C4)C3)c1	0.3	9.0%	5.3	7.1%	-0.7%	0.0%	-27.1%	8.3	-0.1%
CCOc1cc(/C=C/C(=O)Nc2ccc(C(=O)NCCN(CC)CC)cc2)ccc1OCC(C)C	0.1	?	8.2	?	-17.0%	18.4µM*	0.3%	-69.5*	-84.3%[inhibitor]
O=C(Nc1ccc(-n2cnnn2)cc1)C1CCCN1C(=O)NC1CCCCC1 (stereo not given)	-1.2	-0.1%	?	5.3%	-5.5%	12.3%	-2.7%	4.4	-9.9%
CN(C)c1ncc(S(=O)(=O)c2ccccc2)c(=O)[nH]1	-6.1	4.5%	-2.4	2.9%	-2.6%	6.9%	7.1%	10.8	-20.3%
COCC(C)n1c(SCc2nc(N)nc(Nc3ccccc3C)n2)nc2ccccc2c1=O (stereo not given)	6.0	-4.7%	0.0	-7.1%	30.0%	-1.5%	-16.5%	?	13.6%
COC(=O)c1ccc(N2CCN(c3ccccc3)CC2)c(N)c1	3.9	6.5%	7.2	13.1%	7.0%	-0.6%	7.3%	7.3	0.7%
COc1ccc(C(=O)CC(=O)C(=O)Nc2cc(OC)c(OC)c(OC)c2)cc1	-3.6	-1.6%	-2.7	17.5%	0.1%	0.5%	-3.8%	-4.1	-19.8%
CC(C)N(Cc1ccccc1)C(=O)CCS(=O)(=O)c1cc2c(cc1Cl)NC(=O)CO2	-2.5	/	/	/	-5.8%	3.8%	?	/	/
CN1CCN(C(=O)c2ccc(-c3ccc(F)c(F)c3)c3ccoc23)CC1	-11.4	-25.6%	-58.7*	-25.2%	12.0%	0.0%	5.2%	5.9	/
COCCCNc1ncnc2nc[nH]c12	9.5	4.9%	1.9	3.4%	-3.8%	-1.8%	1.5%	0.9	-2.1%
O=C1NC[C@@H](CCCCN2CCN(CCC3CCCCC3)C(=O)C2=O)N(CC2CCCCC2)C1=O	-11.1	2.0%	-1.6	12.8%	-3.3%	-0.9%	-1.8%	0.0	/
CC(C)=CCCC(C)CN1CCC(n2nccc2NC(=O)c2ccccc2)CC1 (stereo not given)	0.6	0.0%	-0.4	-5.0%	4.7%	-9.8%	2.7%	-4.7	13.1%
Cc1ccc(CNc2cnccn2)s1	-0.3	8.5%	7.1	9.5%	-0.2%	6.4%	6.5%	1.0	-6.2%
Cc1ccc(C)c(N2CCN(C(=O)c3ccc4c(=O)n(CCc5ccccc5)c(=O)[nH]c4c3)CC2)c1	3.0	/	/	/	-1.1%	6.1%	5.1%	/	/
C=CCn1c(O)c(N=NC(=S)Nc2ccccc2F)c2cc(S(=O)(=O)N3CCOCC3)ccc21	17.0	?	-18.6	?	2.4%	?	?	1.8	13.1%
CCOc1ccc(-c2nnc(SCC(=O)N3CCCC3)o2)cc1	12.6	15.3%	2.7	5.2%	8.1%	10.6%	?	14.4	-4.4%
O=C(N/N=C/c1cccc2ccccc12)c1ccc(CN2CCOCC2)cc1	-5.3	-22.9%	-6.7	-0.4%	2.9%	-3.5%	9.0%	-16.3	4.6%
Cc1ccc(S(=O)(=O)N(C)C)cc1NC(=O)COC(=O)CNC(=O)C12CC3CC(CC(C3)C1)C2	3.7	-2.7%	14.9	2.4%	1.5%	6.1%	25.4%	-0.9	-1.5%
